# Assay outcomes from PubChem.
# Yeast life ext: yeast lifespan extension | inhibition of the nicotinamide effect, % at 10 µM | S. cerevisiae growth with nicotinamide, OD615; deaD strain in restrictive glucose medium | actives 0.68% (n = 130,000);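 active = inhibition above a set limit, placed 3 SD over the median of all compounds, cut at about 26% in these data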;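 also: 0% = nicotinamide-treated wells and 100% = cells grown without nicotinamide; some compounds called inactive have numbers as strong as hits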
#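 Test system: DeaD-strain S. cerevisiae / Buffer or medium: restrictive glucose medium / Also added: nicotinamide 1.5 mM / Doses: one concentration, 10 µM, DMSO 0.25% / Schedule: 48 h at 30 °C / Signal: OD615 measurement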
# Phagocytosis inh: blocks phagocytosis by macrophages | J774A.1 macrophage IgG-bead phagocytosis, imaging | actives 0.07% (n = 110,000) | inhibition, % at 5 µM | AID 1029;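 active = inhibition above the mean of the plate negative controls plus 5 SD, cut at about 13% in these data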;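 also: phagocytic index as fraction of beads internalized from green versus red external bead signal; plate controls were DMSO negative control for no effect and cytochalasin-D positive control for full effect; some results beyond the cut were filed as inactive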
# E-sel TNF inh: TNF alpha driven E-selectin expression inhibition | HUVEC TNFa-induced E-selectin immunofluorescence, high content | inhibition, % at 2 µM | actives 0.71% (n = 120,000);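 active = inhibition above the batch mean plus 3 SD, and confirmed as a hit on visual image review, cut at about 43% in these data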;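 also: 0% = TNF-stimulated DMSO wells and 100% = unstimulated control wells; not every result past the cut was called active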
# MRP-1 activ: activates MRP-1. H69AR cells + doxorubicin, viability rescue, CellTiter-Glo. AID 799. actives 0.61% (n = 140,000). viability increase, % at 10 µM;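 active = viability gain under doxorubicin at or above a set limit, the compound median plus 3 SD, cut at about 4.7% in these data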;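 also: MRP-1 overexpressing cells given doxorubicin 25 µM after compound pretreatment; 18-22 h compound pretreatment then 72 h with doxorubicin before readout; 0% = doxorubicin-only wells and 100% = vehicle-treated cells without doxorubicin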
# GALR2 antag: blocks the human galanin receptor 2; O43603; GALR2-expressing cells, antagonist mode; inhibition, % at 4 µM; actives 0.39% (n = 140,000); AID 828; in the data active = inhibition above about 27%;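 also: cells stimulated with galanin 1-16 at roughly its EC80; 0% = agonist challenge control and 100% = basal control without agonist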
# Target sequence (O43603 whole entry, looked up): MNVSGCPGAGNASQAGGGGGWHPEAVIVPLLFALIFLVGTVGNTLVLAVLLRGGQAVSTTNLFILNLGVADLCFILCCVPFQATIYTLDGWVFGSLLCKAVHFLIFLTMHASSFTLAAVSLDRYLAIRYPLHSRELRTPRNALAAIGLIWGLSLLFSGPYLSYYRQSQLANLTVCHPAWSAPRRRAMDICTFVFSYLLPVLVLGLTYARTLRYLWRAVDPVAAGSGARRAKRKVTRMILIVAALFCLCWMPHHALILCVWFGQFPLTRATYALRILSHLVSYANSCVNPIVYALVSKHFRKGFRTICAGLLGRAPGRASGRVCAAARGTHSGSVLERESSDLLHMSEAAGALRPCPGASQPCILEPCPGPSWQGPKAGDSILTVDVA
# NPY Y2 blocker: blocks the human neuropeptide Y Y2 receptor; P49146; NPY-Y2 expressing cells, antagonist mode; inhibition, % at 2.7 µM; actives 0.99% (n = 140,000); AID 793; in the data active = inhibition above about 17%;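 also: 0% = vehicle with agonist challenge and 100% = reference antagonist with challenge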
# Target sequence (P49146 whole entry, looked up): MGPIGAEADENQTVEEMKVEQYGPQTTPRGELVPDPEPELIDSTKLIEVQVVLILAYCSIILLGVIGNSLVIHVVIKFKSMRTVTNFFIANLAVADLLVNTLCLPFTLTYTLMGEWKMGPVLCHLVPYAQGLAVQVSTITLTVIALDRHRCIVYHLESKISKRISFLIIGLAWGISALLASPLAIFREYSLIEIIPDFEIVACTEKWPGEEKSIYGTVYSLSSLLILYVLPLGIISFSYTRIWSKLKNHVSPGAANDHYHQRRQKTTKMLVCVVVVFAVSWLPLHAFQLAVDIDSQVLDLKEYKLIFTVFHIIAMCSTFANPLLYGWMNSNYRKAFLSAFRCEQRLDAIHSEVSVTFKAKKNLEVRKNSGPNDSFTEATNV
# Measles CPE: protection of cells from measles virus. Measles virus-infected cells, CPE protection, absorbance. protection (pct of control), % at 4 µM. actives 1.5% (n = 140,000). AID 841; in the data active = protection mostly above about 24%, no sharp cut-off; inactive = mostly below about 26%; also: some compounds called inactive have numbers as strong as hits
# bCat KO growth: beta-catenin-lacking colon tumor cell growth suppression; HCT116 beta-catenin knockout viability, CellTiter-Glo, 60 h; stronger effect = lower value; viability, % at 10 µM; actives 1.5% (n = 140,000); AID 818;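 active = viability at or under a set limit, the compound median less 4 SD, cut at about 6% in these data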;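 also: 0% = Hyamine 1622 control at 20 µM and 100% = untreated cell control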
# HCT116 PTEN-null: growth suppressors of cells with PTEN tumor suppressor deletion. HCT116 PTEN-null viability, CellTiter-Glo, 60 h; stronger effect = lower value. AID 827. viability, % at 10 µM. actives 1.2% (n = 140,000);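 active = viability at or below a set limit, 4 SD under the median of all tested compounds, cut at about 3.7% in these data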;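 also: PTEN knockout HCT116 line with beta catenin targeted HCT116 as companion control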
# Yeast growth inh: chemicals that inhibit yeast BB579 growth in restrictive medium (lifespan-shortening candidates). S. cerevisiae BB579 growth, OD615, 48 h. inhibition, % at 10 µM. actives 0.51% (n = 140,000). AID 804;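 active = inhibition above a set limit, 3 SD over the mean compound inhibition, cut at about 44% in these data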; also: inactives centre near -24
#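 Assay system: S. cerevisiae DeaD strain BB579 yeast. Medium: CSMM-D restrictive synthetic medium containing dextrose (glucose). Times: 4 h cell preincubation, 48 h compound exposure, 30 °C humidified. Signal: OD615 turbidity measurement. Benchmarks: positive control amphotericin B 10 µg/mL.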
# Numbers without * were called inactive; . = not tested or not shown.
SMILES,Yeast life ext,Phagocytosis inh,E-sel TNF inh,MRP-1 activ,GALR2 antag,NPY Y2 blocker,Measles CPE,bCat KO growth,HCT116 PTEN-null,Yeast growth inh
CC(C)Oc1ccc(OCCCN2CCCCCC2)cc1,-4,-1,-11,-1.1,-1,5,9,85,93,-50
COc1ccc(C2CC(c3ccccc3)=NN2C(=O)COC(=O)C2CC2)cc1 (centres undefined),4,0,.,3.7,13,1,4,104,96,-21
CCOC(=O)c1c(C)c(C(=O)NCc2ccco2)c(C)n1Cc1ccccc1,0,1,.,-4.4,-9,1,25,79,92,-36
N#CC(C(=O)NC1CCCCC1)=C1CCCCC1,8,0,.,-1.0,6,1,7,97,95,-31
COC(=O)c1ccc(CSc2nnc3n(Cc4ccccc4OC)c(=O)c4ccccc4n23)o1,.,0,.,-4.8,.,.,26,79,76,-50
CC(C)OC(=O)CN1CCN(S(=O)(=O)c2cc(Cl)ccc2Cl)CC1,-5,0,-24,0.6,-7,-2,15,102,107,6
Nc1nc(N)nc(-c2ccccc2O)n1,-7,2,3,-1.8,-3,6,.,79,74,-3
CCOC(=O)COc1ccc(Br)cc1C1NC(=O)NC(C)=C1C(=O)NCc1ccccc1 (centres undefined),-12,.,15,-3.5,3,4,14,90,92,-26
CCOC(=O)C(NC(=O)NC1CCCCC1)(c1ccccc1)C(F)(F)F (centres undefined),-13,1,5,-1.6,-9,2,11,89,92,-37
CCc1nnc(NC(=O)CSc2nnc3c4ccccc4n(C)c3n2)s1,2,0,-49,-1.1,6,7,10,96,101,-39
CCC(=O)Nc1cccc2c1C(=O)N(C)C2=O,.,.,8,0.3,12,0,4,94,97,-22
Cc1nc(=O)c(-c2ccccc2)c(C)n1CCCCCC(=O)O,-22,-1,14,-3.3,3,-1,7,86,94,-54
CCc1cc2c(=O)[nH]c(COC)nc2s1,-2,-1,-6,-0.2,9,-1,4,91,102,-16
Cc1ccc(S(=O)(=O)C(C)C(=O)c2ccc3c(c2)OCCO3)cc1 (centres undefined),-3,-1,-19,-0.4,4,3,8,101,102,-68
Cc1ccccc1C(C(=O)NCc1ccco1)N(CC1CCCO1)C(=O)Cn1nnc2ccccc21 (centres undefined),-11,1,-3,-2.6,4,1,3,86,85,4
COc1ccc(Oc2coc3c(CN4CCOCC4)c(O)ccc3c2=O)cc1,-9,-2,.,-2.6,-14,-2,3,85,84,-7
Cc1cccc(Nc2nc(NCc3ccco3)nc(N3CCOCC3)n2)c1,-20,0,-26,-3.4,8,5,37,12,13,-27
Cc1ccc(OCCNc2cc(N3CCN(CCO)CC3)ccc2[N+](=O)[O-])cc1C,-7,-2,.,-4.5,-1,13,8,23,26,16
CCOC(=O)C1=C(C)NC(C)=C(C(=O)OCC)C1C(=O)OCC(=O)NC(C)C,4,-4,28,-4.3,5,3,13,94,96,-36
COc1ccccc1N1CCN(C(=O)c2cc(-c3cccc(Cl)c3)on2)CC1,1,0,.,1.7,8,2,15,86,94,-32
CCOC(=O)c1sc2ncnc(OC)c2c1C,-15,-1,.,-0.4,-4,2,4,91,87,17
Cc1nn(Cc2ccccc2Cl)c(C)c1C(=O)NC1=NCCS1,-6,-1,-2,-0.2,-3,0,11,97,103,-12
Cn1ccnc1Sc1ccc(/C=N/NC(=O)c2ccccc2[N+](=O)[O-])cc1[N+](=O)[O-],-7,.,16,0.3,-4,-1,19,96,91,-31
CC1(C)CC(=O)C2=C(C1)OC(N)=C(C#N)C2c1cn(-c2ccccc2)nc1-c1ccc(F)cc1 (centres undefined),-1,5,.,-1.5,3,3,3,18,11,-2
CC(=O)N1CCCc2cc(S(=O)(=O)N3CCN(C4CCCCC4)CC3)ccc21,3,1,26,-2.8,3,-1,13,98,83,-25
COc1ccc2c(c1OC)C(=O)N(c1ccc(C)c(C)c1)C2=O,.,.,7,-1.4,-14,3,26,101,97,-16
Fc1ccc(-c2csc(/C=C/c3ccc4c(c3)OCO4)n2)cc1,2,.,.,0.9,7,7,8,103,101,-23
CCn1c(SCc2ccc(Cl)cc2)nnc1-c1ccccc1,.,.,2,-2.2,14,10,16,94,92,-50
CCOP(=O)(c1ccccc1)c1nc(-c2ccccc2Cl)oc1N1CCCCC1 (centres undefined),.,.,-6,-5.3,-5,12,4,68,63,-24
O=C(O)c1cccc(NS(=O)(=O)c2cccc3nsnc23)c1,-1,3,12,-0.6,-16,3,3,92,102,-47
Cc1ccc(C(C)C)c(OCC(=O)OCc2c(C)noc2C)c1,-3,0,0,-1.5,-4,1,6,97,94,-14
O=C(CN1C(=O)COc2ccc(S(=O)(=O)N3CCCC3)cc21)NC1CCCCCCC1,-2,-2,11,-3.2,-12,2,2,76,88,-17
Clc1cccc(Nc2ncnc3ccc(Br)cc23)c1,-30,.,-20,-3.9,15,6,4,16,7,-35
Nc1c(C(=O)NC2CCCC2)sc2nc(-c3cccs3)ccc12,-7,-3,-34,-0.1,-1,0,3,91,92,-12
O=C(CC1CCCCC1)NCCOc1ccccc1,-2,-2,.,-1.1,7,2,6,86,89,-13
CCN(CC)c1ccc(NC(=S)NC(=O)Cc2ccccc2)cc1,5,-2,0,-0.6,-10,9,2,91,92,-40
COc1ccc(-c2nn3c(-c4ccccc4)nnc3s2)cc1,-8,.,3,-2.4,-10,5,14,91,80,-23
Cc1ccnc(NS(=O)(=O)c2ccc(N3C(=O)c4c(Cl)c(Cl)c(Cl)c(Cl)c4C3=O)cc2)n1,5,.,.,0.8,1,3,23,94,96,-13
O=C(NCCc1ccccc1)C(=O)c1c(-c2ccccc2)[nH]c2ccccc12,6,.,-13,-1.9,7,1,1,77,69,-16
CC(=O)Nc1cc(C(=O)OCC(=O)c2ccc(Cl)cc2Cl)ccc1C,1,.,-6,0.6,-16,1,16,100,103,-18
c1ccc(-n2ncc3c(NCc4cccnc4)ncnc32)cc1,-20,-2,-3,0.9,7,1,31,98,88,-23
COCCCN(Cc1ccccn1)S(=O)(=O)Cc1ccccc1,0,.,1,-2.4,-6,3,30,98,96,-18
O=C1NC(c2ccccc2)=C(c2ccc3ccccc3n2)C(c2ccncc2)N1 (centres undefined),-1,1,54,-3.5,-2,0,39,100,98,8
COc1cnc(N(C)C)nc1Sc1cccc(Cl)c1,-18,-2,-6,-4.1,-6,4,2,88,85,30
Cc1nnc(SCC(=O)NC(C)(C)C)n1CCc1ccccc1,.,.,-22,-3.8,-1,-1,2,85,100,-1
CC(=O)C1C(c2ccc(F)cc2)C2C(C)=NN=C2CC1(C)O (centres undefined),1,-1,.,0.1,0,3,18,91,99,-25
COc1ccccc1N(CC(=O)N/N=C/c1ccc(SC)cc1)S(C)(=O)=O,-1,-5,-14,-1.7,12,14,18,99,103,-48
COC(=O)C(Cc1cnc(Cl)s1)(C(=O)OC)c1ccc([N+](=O)[O-])cc1[N+](=O)[O-],-9,-1,-1,-2.2,-8,1,27,76,69,-26
O=C(CN1C(=O)NC2(CCCCC2)C1=O)Nc1ccc(S(=O)(=O)N2CCOCC2)cc1,-11,-1,-11,-0.8,-4,-1,21,81,90,-4
CN(C)c1nc(OCCOC(=O)Nc2ccc(Cl)cc2Cl)nc(N(C)C)n1,-13,-1,-4,0.4,-4,12,.,102,104,-75
N#CC(=C=[N-])C1=C(C#N)C(c2ccccc2F)C([n+]2ccccc2)C(O)(C2CC2)N1 (centres undefined),-4,-1,-17,-0.8,4,0,14,97,110,-18
CCCCNC(=O)C1CC(c2ccccc2[N+](=O)[O-])=NO1 (centres undefined),-16,.,-9,-1.1,7,1,20,95,104,-23
COC(=O)CNC(=O)C1CCCN1C(=O)OC(C)(C)C (centres undefined),-2,1,-4,-1.6,3,0,21,94,93,13
Cc1cccn2cc(-c3ccccc3)nc12,-26,-2,-5,2.2,1,1,22,78,88,-46
Cc1ccc(N2C(=O)C3C4CC(=O)C(c5ccccc54)C3C2=O)cc1C (centres undefined),-3,-4,-9,-0.8,-4,0,28,88,86,-9
COC(=O)c1cc(C(=O)CSc2nc(C)cc(C)n2)ccc1O,-5,1,.,-4.0,-14,4,7,99,99,-27
Cc1ccc(C)n1-c1ccc(-c2nnc3n2CCCCC3)s1,-9,1,-29,-4.5,-8,2,5,22,18,-12
N#C/C(=C\c1c(N2CCCCC2)nc2ccccn2c1=O)C(=O)NC1CCS(=O)(=O)C1 (centres undefined),0,.,.,-2.1,-6,0,5,90,93,-22
